KOR beta-arrestin-1 = kappa opioid receptor blockers – cell-based, luminescence, uHTS (AID 1778). hit rate 0.091% among 290,000. KOR beta-arrestin recruitment, luminescence, antagonist mode; higher % means a stronger effect. one-dose inhibition, % at 10 µM; IC50 in µM for titrated hits; further: strong numbers were not always called active
TNAP activation fold = stimulation of alkaline phosphatase TNAP activity – biochemical, luminescent, no phosphate acceptor, uHTS, primary screen (AID 1001); one-dose activation fold at 20 µM; EC50 in µM for titrated hits; purified TNAP, luminescent activation assay, no phosphate acceptor; higher activation fold means a stronger effect; hit rate 0.03% among 200,000; in the data active means activation fold from about 3, or a potency from the dose series; inactive means the rest, 99 in 100 with activation fold below about 1.6; further: many of its hits are not listed in these tables
Yfh1-depleted yeast = enhancers of respiration in Yfh1-depleted yeast, dose response, Friedreich's ataxia, plus single-dose screen (AID 1465); S. cerevisiae Yfh1-off respiration, WST-1 reduction, 72 h; higher fold induction means a stronger effect; fold induction at 50 µM, or EC50 in µM where a hit was titrated; hit rate 0.074% among 220,000;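 active means fold induction of absorbance versus untreated yeast above a set limit, then at least 30% activation at any dose in follow-up; inconclusive means repeats straddling the limit, or above it without dose testing; inactive means fold induction below the set limit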;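 further: activators that raise dye reduction in frataxin-depleted yeast; strong numbers were not always called active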
GPR55 beta-arrestin = GPR55 agonists via beta-arrestin recruitment, primary screen, imaging, U2OS cells, beta-arrestin-GFP redistribution (AID 1961). U2OS GPR55 beta-arrestin-GFP redistribution imaging; higher % means a stronger effect. activation, % at 10 µM, or EC50 in µM where a hit was titrated. hit rate 0.048% among 290,000;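 active means activation above 40% with more than 50 cells counted in the well; inconclusive means wells holding fewer than 50 cells, flagged as toxic or sparse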;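 further: U2OS osteosarcoma cells stably expressing GPR55 and beta-arrestin-GFP; plate controls were DMSO negative control for no effect and LPI positive control for full effect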
KOR beta-arrestin-2 = kappa opioid receptor activators – cell-based, luminescence, uHTS, primary screen (AID 1777) | KOR beta-arrestin recruitment, luminescence; higher % means a stronger effect | activation, % at 10 µM; hits with a dose series show EC50 in µM | hit rate 0.02% among 280,000; in the data active means activation above about 50%, passing the limit was not always enough; further: a part of the inactive calls stands beside numbers as strong as those of hits
HEK293 NOD2/NF-kB = NOD2 signaling inhibitors, cell-based, luminescence, uHTS, HEK293 (AID 1566); HEK293 NOD2/NF-kB luciferase reporter, luminescence; higher % means a stronger effect; hit rate 0.63% among 290,000; inhibition, % at 4 µM; hits with a dose series show EC50 in µM; further: many of its hits are not listed in these tables
ER stress rescue = rescue of cells from ER stress-induced death, primary screen, 384-well, CSM14.1, thapsigargin, ATP luminescence (AID 1222) | CSM14.1 thapsigargin-induced death rescue, ATP luminescence; higher % means a stronger effect | cellular ATP content (survival), % at 20 µM; hits with a dose series show EC50 in µM | 190,000 tested, under 10 active;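 active means EC50 below 50 µM in the dose-response confirmation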;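 further: death triggered by thapsigargin at about 15 µM added after 2 h compound pretreatment; cell ATP read after overnight thapsigargin exposure of roughly 18 to 22 hours; normalized against plate controls of thapsigargin alone and 5% DMSO vehicle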
NTR1 agonist = NTR1-driven beta-arrestin-GFP spot formation – imaging, U2OS cells, high content, primary screen (AID 493036); P30989; agonist mode; activation, % at 20 µM; hit rate 0.17% among 330,000;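 active means activation at or above 40% of the spot to cytoplasm intensity ratio, with at least 20 cells analyzed; inconclusive means wells under 20 cells, flagged as cytotoxic or low count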;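 further: 0% = DMSO without peptide and 100% = 100 nM NTR1 peptide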
Target sequence (P30989 whole entry, looked up): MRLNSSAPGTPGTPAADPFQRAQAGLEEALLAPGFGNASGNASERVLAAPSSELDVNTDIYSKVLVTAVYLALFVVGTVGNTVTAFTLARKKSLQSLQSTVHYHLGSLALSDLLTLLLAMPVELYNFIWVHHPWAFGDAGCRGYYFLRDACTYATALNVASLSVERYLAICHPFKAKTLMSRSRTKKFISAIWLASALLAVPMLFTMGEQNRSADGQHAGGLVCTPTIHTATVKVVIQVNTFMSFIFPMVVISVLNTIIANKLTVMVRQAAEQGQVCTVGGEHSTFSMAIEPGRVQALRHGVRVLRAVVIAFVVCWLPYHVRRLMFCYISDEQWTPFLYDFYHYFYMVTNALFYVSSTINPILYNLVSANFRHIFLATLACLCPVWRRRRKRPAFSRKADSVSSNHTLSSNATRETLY
NOD1 NF-kB reporter = inhibition of NOD1-driven NF-kB reporter – cell-based, luminescence, uHTS, primary screen (AID 1578). NOD1-driven NF-kB luciferase reporter cells, luminescence; higher % means a stronger effect. inhibition, % at 4 µM; hits with a dose series show EC50 in µM. hit rate 1% among 290,000; in the data active means inhibition mostly above about 36%, no sharp cut-off; inactive means mostly below about 34%;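 further: HEK-293T reporter cells stimulated with the NOD1 agonist gamma-tri-DAP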
NTR1 agonist cell count 20 µM = recorded beside NTR1 agonist, whose call it bears; cell count; measured here: cell count, cytotoxicity flag
The depositor's hits bear a star; i = inactive; ? = inconclusive; / = no result given; [ ] = another dose, or the depositor's remark. Unless noted, no stated cut-off is given here; in the data, active means inhibition above about 50%; inactive means the rest. The list is partial, so the mix of outcomes need not match the whole.

SMILES | KOR beta-arrestin-1 | TNAP activation fold | Yfh1-depleted yeast | GPR55 beta-arrestin | KOR beta-arrestin-2 | HEK293 NOD2/NF-kB | ER stress rescue | NTR1 agonist | NTR1 agonist cell count 20 µM | NOD1 NF-kB reporter
O=C(CCc1c[nH]c2ccccc12)NCC1COc2ccccc2O1 (configuration not stated) | 9.7% | 1.1 | i | -0.3% | -2.0% | -4.6% | 3.1% | 2.7 | 63 | -17.5%
Cc1ccc(C)c(NC(=O)C(OC(=O)c2ccc(C)s2)c2ccccc2)c1 (configuration not stated) | 7.0% | 1.1 | i | -0.1% | -2.1% | -0.2% | 0.4% | 0.6 | 61 | -21.7%
Cc1ncc([N+](=O)[O-])n1CC(=O)NCc1ccccc1 | 7.7% | 1 | i | -0.1% | -2.4% | 18.0% | 1.0% | 0.1 | 67 | 11.4%
Cc1ccc2c(CSc3nnc(C4CC4)n3N)cc(=O)oc2c1C | 20.0% | 1.1 | / | -0.3% | 3.2% | -2.9% | 0.5% | -1.4 | 77 | -43.5%
O=C1c2ccccc2C(=O)N1c1cc([N+](=O)[O-])ccn1 | -35.9%[20 µM] | / | / | -0.3% | -1.8% | 3.9% | / | -0.6 | 57 | -33.2%
Cn1c(SCC(=O)Nc2ccccc2)nc2c([nH]c3ccccc32)c1=O | -10.0% | 1.1 | i | -0.1% | -1.3% | -13.6% | -0.1% | 5.7 | 48 | -50.9%
CC(C)(C)c1cc(C(=O)Nc2cccnc2)cc(C(=O)Nc2cccnc2)c1 | -4.7% | / | / | -0.1% | 0.8% | 19.0% | / | -1.1 | 91 | 2.6%
Cc1ccc(-c2cc(C(=O)N/N=C/C=C/c3ccco3)c3ccccc3n2)cc1C | 14.3% | 1 | / | 0.0% | -0.5% | -160.1% | 0.8% | -0.8 | 57 | 36.9%
CCNC(=O)N(CCOC)CC1CCCN(C2Cc3ccccc3C2)C1 (configuration not stated) | -23.0%[20 µM] | / | / | -0.2% | -3.1% | 0.2% | / | 0.0 | 74 | -11.4%
C=CCn1c(SCCC#N)nnc1-c1ccncc1 | -19.0% | 1.1 | i | 0.2% | 4.6% | -6.9% | 5.9% | -0.6 | 58 | 7.4%
C[C@H](C(=O)CC(=O)OC(C)(C)C)[C@H](O)c1ccc(C(F)(F)F)cc1 | -33.2%[20 µM] | / | / | -0.3% | -2.7% | 3.4% | / | -0.6 | 77 | -24.0%
COc1ccc2c(c1)C1NC(=S)NC(C)(O2)C1C(=O)Nc1ccccc1C (configuration not stated) | 14.6% | 1.1 | i | -0.1% | -3.5% | 22.1% | -1.6% | -0.1 | 92 | 5.8%
CCOC(=O)C1C(=O)CC(C)(O)C(C(=O)OCC)C1c1ccc(C)s1 (configuration not stated) | -56.2% | 1 | i | -0.1% | 4.1% | 3.8% | 1.2% | -1.3 | 84 | 12.2%
COc1ccccc1N1CCN(S(=O)(=O)CCNC(=O)c2ccccc2Br)CC1 | -17.4% | / | / | -0.3% | -5.6% | 14.2% | / | 0.6 | 41 | -7.7%
Cc1cc(C(=O)OC(C(=O)Nc2cccc(C(F)(F)F)c2)c2ccccc2)c(C)o1 (configuration not stated) | 15.7% | 1.1 | i | -0.4% | -5.4% | 1.2% | -1.4% | 5.4 | 67 | 11.4%
CC(C)C(=O)Nc1cccc(NC(=O)CCN2C(=O)c3ccccc3S2(=O)=O)c1 | -26.2% | 1.1 | i | -0.1% | 7.5% | -2.4% | -4.8% | -0.8 | 51 | -5.6%
CC1S/C(=N/N=C2CCC(C(C)(C)C)CC2)NC1=O (configuration not stated) | -10.8% | 1 | i | ? | -1.7% | 15.5% | -2.7% | 1.6 | 43 | -0.9%
CCOc1cccc(C(=O)Nc2ccc(N3CCCC3)cc2)c1 | 0.4% | / | / | 0.3% | 5.4% | -10.4% | / | 0.3 | 54 | -25.8%
COC(=O)c1cccc(NC(=O)C23CC4CC(C2)CC(n2cncn2)(C4)C3)c1 | -11.2% | 1.1 | i | -0.1% | -3.3% | 13.0% | -2.4% | -0.4 | 109 | 2.8%
Cc1cccc(NC(=O)/C=C/c2ccc(Cl)cc2)n1 | -4.2% | 1.1 | i | -0.2% | -3.0% | -1.8% | -0.4% | -1.0 | 49 | -21.0%
CC(=O)c1ccc(NC(=O)CN2CCCC2)cc1 | -36.1%[20 µM] | / | / | -0.3% | 0.6% | 4.7% | / | 1.5 | 57 | -32.7%
CC(Sc1ccc2ccccc2c1)C(=O)NC(N)=O (configuration not stated) | -4.0% | 1.1 | i | -0.4% | -0.6% | 5.4% | -2.0% | 0.2 | 55 | -37.3%
Cn1ncc([N+](=O)[O-])c1C(=O)N/N=C/c1ccc(F)cc1 | -28.5% | 1.1 | i | 0.4% | 0.7% | -3.4% | 4.8% | 0.2 | 35 | -31.8%
O=C(NCC1CCCO1)/C(=C/c1ccccc1F)NC(=O)c1ccccc1 (configuration not stated) | -26.9% | / | / | 0.3% | 5.1% | -14.9% | / | -1.2 | 44 | -15.5%
Cc1c(NS(=O)(=O)c2ccc3[nH]c(=O)[nH]c3c2)c(=O)n(-c2ccccc2)n1C | 24.1% | 1.1 | i | 0.2% | 4.0% | -1.1% | -1.0% | -0.6 | 65 | -7.2%
O=C(COc1ccc2c(-c3ccccc3)cc(=O)oc2c1)NCc1ccccn1 | -23.4%[20 µM] | / | / | -0.1% | 2.6% | 42.1% | / | -1.2 | 88 | -24.0%
O=C(NCc1ccc(Cl)cc1)c1ccc(Cl)cc1[N+](=O)[O-] | -29.2% | 0.9 | i | -0.1% | 2.8% | 1.5% | 2.2% | -1.4 | 53 | /
COC(=O)C(C)(C(=O)OC)c1ccc([N+](=O)[O-])cn1 | -14.0% | 1.1 | i | 0.2% | 0.8% | 2.9% | 2.2% | -1.0 | 77 | -3.5%
Cc1nc2cc(N3CCCCC3)c(NC(=O)c3ccncc3)cc2c(=O)n1Cc1ccc(Cl)cc1 | 7.0% | 1.1 | / | -0.1% | -1.9% | 8.4% | 1.8% | -0.1 | 48 | -4.3%
Cc1cc(C)cc(-n2c(SCC(=O)Nc3cccc(S(=O)(=O)NC4=NCCCCC4)c3)nc3ccccc3c2=O)c1 | -15.4% | 1.2 | i | -0.2% | -2.1% | 15.4% | -1.0% | -0.6 | 45 | 0.0%

Rewritten in markdown: part of the list above.
| Structure | KOR beta-arrestin-1 | TNAP activation fold | Yfh1-depleted yeast | GPR55 beta-arrestin | KOR beta-arrestin-2 | HEK293 NOD2/NF-kB | ER stress rescue | NTR1 agonist | NTR1 agonist cell count 20 µM | NOD1 NF-kB reporter |
| --- | --- | --- | --- | --- | --- | --- | --- | --- | --- | --- |
| O=C(NCC1CCCO1)/C(=C/c1ccccc1F)NC(=O)c1ccccc1 (configuration not stated) | -26.9% | / | / | 0.3% | 5.1% | -14.9% | / | -1.2 | 44 | -15.5% |
| O=C(COc1ccc2c(-c3ccccc3)cc(=O)oc2c1)NCc1ccccn1 | -23.4%[20 µM] | / | / | -0.1% | 2.6% | 42.1% | / | -1.2 | 88 | -24.0% |

Other compounds:
SMILES | KOR beta-arrestin-1 | TNAP activation fold | Yfh1-depleted yeast | GPR55 beta-arrestin | KOR beta-arrestin-2 | HEK293 NOD2/NF-kB | ER stress rescue | NTR1 agonist | NTR1 agonist cell count 20 µM | NOD1 NF-kB reporter
Oc1ccccc1CNc1cccc2cccnc12 | -29.5% | 1.1 | i | -0.1% | 0.0% | 30.9% | -1.8% | -1.4 | 58 | -27.0%
O=C(OCN1C(=O)c2ccccc2C1=O)c1cccc(S(=O)(=O)N2CCOCC2)c1 | -20.8% | / | / | 0.0% | 0.9% | 15.1% | / | 0.1 | 63 | -20.2%
CC1CC(C)CN(C(=O)CSCC(=O)O)C1 (configuration not stated) | 40.5% | / | i | 0.0% | 2.7% | 9.0% | / | 0.3 | 52 | 3.9%
Cc1n[nH]c(=O)c2c1nnn2Cc1ccc(F)cc1 | -1.0% | / | / | 0.4% | 0.9% | 7.0% | / | -1.6 | 43 | -11.8%
NC(=S)N/N=C\c1c2ccccc2cc2ccccc12 | -14.7% | 1 | i | -0.2% | 2.1% | -24.6% | -1.6% | / | / | -31.6%
O=C(NCc1ccco1)C(c1ccccc1F)N(CC1CCCO1)C(=O)Cn1nnc2ccccc21 (configuration not stated) | -9.5% | 1 | i | -0.1% | 3.1% | -4.6% | -4.9% | -0.3 | 46 | -7.0%
COc1cccc(-c2nc(NCc3ccco3)c3ccccc3n2)c1O | -54.9% | 1.1 | ? | 0.0% | 9.6% | -5.3% | -1.0% | -0.3 | 94 | -17.2%
O=C(CCOc1ccccc1)Nc1ccc(Br)cc1 | -13.5%[20 µM] | / | / | -0.1% | 2.8% | -38.1% | / | 0.6 | 47 | -6.1%
COc1cc(S(=O)(=O)NCC2CCCO2)c(OC)cc1Cl (configuration not stated) | 11.2% | 1.1 | i | 0.1% | -5.9% | -7.6% | -1.0% | 0.0 | 56 | 5.7%
Cc1ccccc1-n1nc2c(c1NC(=O)C(C)C)CS(=O)(=O)C2 | 11.7% | / | / | -0.1% | -5.5% | 10.6% | / | 0.5 | 84 | -6.5%
CCOC(=O)c1c(C(F)(F)F)cc(-c2ccc(F)cc2)nc1C | 9.7% | 1 | i | 0.6% | 1.0% | 6.8% | -1.9% | 3.7 | 44 | -18.6%
Cc1c(Br)c(C(=O)N2CCc3ccccc32)nn1C | 14.1% | 1 | i | 0.2% | -1.8% | -31.6% | 0.7% | 0.8 | 48 | -22.0%
O=C(Nc1ccc2c(c1)nc1n2CCOC1)c1ccccc1 | 8.0% | 1.1 | i | -0.2% | -4.5% | -20.1% | -2.4% | 0.0 | 86 | -33.6%
O=C(CC1SCCNC1=O)Nc1ccc(Cl)c(Cl)c1 (configuration not stated) | 7.7%[20 µM] | 1 | i | -0.1% | -2.5% | -7.9% | -1.5% | 1.3 | 40 | -25.2%
Cc1ccc(S(=O)(=O)N2CCC(C(=O)N/N=C/c3ccncc3)CC2)cc1 | 0.9% | 1 | i | -0.6% | 2.5% | -1.7% | 0.4% | 0.7 | 53 | -20.0%
CN(C)S(=O)(=O)c1ccc(Cl)c(NC(=O)COc2ccccc2[N+](=O)[O-])c1 | -5.8% | 1.1 | i | 0.0% | 3.6% | 16.8% | -1.8% | 0.3 | 83 | -10.0%
CCN(Cc1ccccc1)C(=O)C1CCN(C/C(C)=C/c2ccccc2)CC1 | -20.4% | 1 | i | 0.0% | 3.9% | -21.2% | -3.7% | -0.5 | 61 | -27.0%
N#Cc1c(N)nc(SCc2ccccn2)c(C#N)c1-c1cccs1 | -42.6% | 1.1 | i | -0.1% | 6.4% | 28.1% | -3.0% | 10.3 | 73 | /
CSc1ccccc1NC(=O)COc1ccccc1C | -15.0%[20 µM] | 1 | i | 0.5% | 2.4% | -14.7% | -1.2% | 6.2 | 50 | -58.7%
CCCOc1ccc(C2/C(=C(/O)c3ccc(F)cc3)C(=O)C(=O)N2CCCN(C)C)cc1 (configuration not stated) | 10.2% | 1.1 | i | 0.5% | -4.3% | -13.0% | -2.2% | 0.8 | 82 | /

Compound activity from PubChem.
